Screens (PubChem)
NPYLR7 agonist = agonists of mosquito NPYLR7 receptor, primary screen, cell-based, Aedes aegypti, calcium fluorescence, mosquito biting behavior | Aedes aegypti neuropeptide Y-like receptor 7 (NPYLR7) | HEK293T NPYLR7/Galpha15, GCaMP6s calcium fluorescence | activation, % at 10 µM | actives 0.15% (n = 270,000); in the data active = activation above about 40%;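 also: 0% = vehicle and 100% = reference agonist at the receptor; some compounds past the cut are filed as inactive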
hcGAS inh = Primary biochemical luminescence assay for human cyclic GMP-AMP synthase inhibitors; Q8N884; recombinant h-cGAS, ATP depletion, Kinase-Glo luminescence; inhibition, % at 12.5 µM; actives 0.081% (n = 290,000); AID 1259398, 2018;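 also: 0% = vehicle reaction and 100% = reaction without DNA for no activity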
Target sequence (Q8N884 whole entry, looked up): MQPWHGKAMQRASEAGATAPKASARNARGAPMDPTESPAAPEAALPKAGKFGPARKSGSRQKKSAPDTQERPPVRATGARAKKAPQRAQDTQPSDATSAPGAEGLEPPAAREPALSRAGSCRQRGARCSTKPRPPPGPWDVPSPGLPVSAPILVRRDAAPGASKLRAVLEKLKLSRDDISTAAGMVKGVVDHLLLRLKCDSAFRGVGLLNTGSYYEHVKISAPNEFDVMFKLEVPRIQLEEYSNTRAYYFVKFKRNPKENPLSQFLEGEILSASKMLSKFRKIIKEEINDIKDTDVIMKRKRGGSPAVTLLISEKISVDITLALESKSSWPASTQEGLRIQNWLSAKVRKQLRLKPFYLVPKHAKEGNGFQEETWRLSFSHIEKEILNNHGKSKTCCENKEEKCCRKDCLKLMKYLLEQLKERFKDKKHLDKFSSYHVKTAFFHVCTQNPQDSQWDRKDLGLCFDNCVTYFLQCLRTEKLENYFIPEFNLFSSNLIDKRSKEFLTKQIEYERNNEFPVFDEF
mcGAS lum = cyclic GMP-AMP synthase inhibitors, mouse, primary biochemical chemiluminescence. recombinant cGAS, Kinase-Glo ATP depletion luminescence. actives 0.15% (n = 160,000). inhibition, % at 12.5 µM;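 also: 0% = negative control wells and 100% = reference inhibitor with no enzyme activity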
* hit, by the source's call; & = joins results of further samples. Rule as the data show it, unless noted: active = inhibition above about 40%; inactive = the rest.

For c1ccc(CN(Cc2cnc[nH]2)CC2CCCO2)nc1 (stereo unspecified) the results were NPYLR7 agonist 5, hcGAS inh -6 and mcGAS lum -12.
Screening Cc1ccc(N2CCN(C(=O)c3cc4n(n3)CCCN(C)C4)CC2)c(C)c1 returned NPYLR7 agonist 26, hcGAS inh -3 and mcGAS lum -8.
Screening CCOC(=O)c1noc2ncnc(NC(C)CC34CC5CC(CC(C5)C3)C4)c12 (stereo unspecified) returned hcGAS inh -5 and mcGAS lum -4.
COc1cc(-c2n[nH]c(=S)o2)cc(OC)c1OC was read as NPYLR7 agonist 5, hcGAS inh 4 and mcGAS lum -4.
O=C1N(Cc2ccc(F)c(F)c2)CCCC1(O)CNCCc1cn[nH]c1 (stereo unspecified) was read as NPYLR7 agonist 1, hcGAS inh -1 and mcGAS lum -6.
Screening C=CCN(C(=O)c1cc(C)nc2cc(C)ccc12)C1CCS(=O)(=O)C1 (stereo unspecified) returned NPYLR7 agonist -7 and hcGAS inh -7.
`CCCc1cc(=O)n2[nH]c(C)c(-c3ccc(F)cc3)c2n1` gave NPYLR7 agonist -19 and hcGAS inh -4.
For c1ccc2c(NC3CCCC3)nnc(NC3CCCC3)c2c1 the results were NPYLR7 agonist 0, hcGAS inh -15 and mcGAS lum 0.
CCCc1[nH]n(C)c(=O)c1C1=C(N(C)Cc2ccccc2)C(=O)N(CCOC)C1=O was read as NPYLR7 agonist -4, hcGAS inh -6 and mcGAS lum -6.
Screening N#CCCN(CCC#N)C(=O)C1CCCCC1 returned hcGAS inh -2 and mcGAS lum -6.
Screening CC(C)C[C@H](NC(=O)Nc1ccn(C)n1)C(=O)OC(C)C returned NPYLR7 agonist 10 and hcGAS inh -13.
NC(=O)Nc1cccc(C(=O)N2CCc3sccc3C2c2cccs2)c1 (stereo unspecified) was read as NPYLR7 agonist 2 and hcGAS inh -2.
For c1nc(NCC23CC4CC(CC(C4)C2)C3)c2c3c(sc2n1)CCC3 the results were NPYLR7 agonist 3 and hcGAS inh -7.
Screening COCC(=O)Nc1nn(Cc2ccc(COc3ccc4c(c3)OCO4)cc2)c2ccc(C(F)(F)F)cc12 returned NPYLR7 agonist -3, hcGAS inh -1 and mcGAS lum -2.
For COc1cc(NC(=O)c2cc3nc(-c4ccco4)cc(C(F)(F)F)n3n2)c(OC)cc1Cl the results were NPYLR7 agonist -1, hcGAS inh 8 and mcGAS lum 6.
`Cc1cc(C)n(-c2ccc(C(=O)N3C[C@H]4C[C@H](O)[C@H](O)C[C@H]4C3)cc2)n1` gave NPYLR7 agonist 6, hcGAS inh -6 and mcGAS lum -12.
Screening CC12CCC(c3cn(-c4ccccn4)nc31)C2(C)C (stereo unspecified) returned NPYLR7 agonist 13, hcGAS inh -5 and mcGAS lum -11.
`O=C(O)c1ccc(-n2nccc2-c2ccc(F)cc2)cc1` gave NPYLR7 agonist 1 and hcGAS inh -3.
COc1cccc(C(C[N+](=O)[O-])n2nc(C)cc2C)c1 (stereo unspecified) was read as NPYLR7 agonist 5 and hcGAS inh -7.
Screening COc1ccccc1C(C)NC(=O)C1Cc2ccccc2O1 (stereo unspecified) returned NPYLR7 agonist -3, hcGAS inh -3 and mcGAS lum -13.
CC1(C)CC2CC(C)(CN2C2=Nc3cccc4cccc2c34)C1 (stereo unspecified) was read as NPYLR7 agonist 30&15 and hcGAS inh 4&-10.
Screening O=C(N/N=C\c1ccccn1)c1cc(-c2ccc3c4c(cccc24)CC3)n[nH]1 returned NPYLR7 agonist 2 and hcGAS inh -8.
`COC(=O)C1CCCCN1Cc1cccc(C(=O)Nc2c(C)noc2C)c1` (stereo unspecified) gave NPYLR7 agonist 1, hcGAS inh -1 and mcGAS lum -6.
For O=C(CSc1nc2[nH]ncc2c(=O)[nH]1)Nc1cc(C(F)(F)F)ccc1Cl the results were NPYLR7 agonist -21, hcGAS inh 1 and mcGAS lum 1.
`COc1cc(C=C2SC(=S)N(CC(=O)O)C2=O)cc(OC)c1OC(C)=O` gave NPYLR7 agonist -14 and hcGAS inh 4.
O=C(c1ccc(Br)o1)N1CCN(c2ncnc3c2nnn3-c2ccccc2)CC1 was read as NPYLR7 agonist -8, hcGAS inh -6 and mcGAS lum -8.
For CCC1(c2ncc[nH]2)Cc2ccccc2O1 (stereo unspecified) the results were NPYLR7 agonist 0 and hcGAS inh -4.
For CC1CCc2nc(NC(=O)Cc3c(F)cccc3Cl)sc2C1 (stereo unspecified) the results were NPYLR7 agonist -6 and hcGAS inh -11.
For CCCOc1ccc(OCCSc2nc3ccccc3[nH]2)cc1 the results were NPYLR7 agonist -1 and hcGAS inh -4.
`COCC(C)NC(=O)C1CCN(C(=O)CCn2c(C)cc(C)nc2=O)CC1` (stereo unspecified) gave NPYLR7 agonist -3 and hcGAS inh -10.
Screening CC(O)c1ccc(N(C)C)c2c(N(C)C)cccc12 (stereo unspecified) returned NPYLR7 agonist -1&7, hcGAS inh -17&-9 and mcGAS lum -7.
Screening Cn1cc(C2Nc3ccccc3C(=O)N2c2ccc(Cl)cc2)c(=O)n(C)c1=O (stereo unspecified) returned NPYLR7 agonist 0, hcGAS inh -12 and mcGAS lum -20.
For Cc1cc(CSc2nnc(NC3CC3)s2)no1 the results were NPYLR7 agonist -1 and hcGAS inh -4.
`CN1CCCC2(CCN(Cc3ccc(C#CC(C)(C)O)s3)C2)C1=O` (stereo unspecified) gave NPYLR7 agonist 4 and hcGAS inh -2.
Screening Cc1ccc(-n2ncc3c(C)nn(Cc4ccccc4F)c(=O)c32)c(C)c1 returned NPYLR7 agonist -3 and hcGAS inh 4.
CC(=O)N1CCN(c2cc(-c3ccccc3)nc(SCc3cccc(C(=O)NCC4CCCO4)c3)n2)CC1 (stereo unspecified) was read as NPYLR7 agonist 9, hcGAS inh -8 and mcGAS lum -4.
CC(C)n1nccc1NC(=O)COc1ccccc1C#N was read as NPYLR7 agonist -2 and hcGAS inh 5.
Screening CCn1c(C)c(C(=O)CN(Cc2ccco2)C(=O)COc2ccccc2)c(C)c1C(=O)OC returned NPYLR7 agonist -13, hcGAS inh -2 and mcGAS lum -3.
O=[N+]([O-])c1ccc(N2CCCC2)nc1 was read as NPYLR7 agonist 3 and hcGAS inh -4.
Cc1ccccc1C1CC(c2ccccc2Cl)=NN1C(=O)CN1CCc2ccccc2C1 (stereo unspecified) was read as NPYLR7 agonist 0, hcGAS inh -4 and mcGAS lum -3.
O=C(Cc1ccccc1)N1CCN(c2ccc(-n3cccn3)nn2)CC1 was read as NPYLR7 agonist -4, hcGAS inh 3 and mcGAS lum -2.
COc1cccc(-n2ccnc2SCCF)c1 was read as NPYLR7 agonist -1 and hcGAS inh -10.
COc1cc(-c2nc3ccc(NS(=O)(=O)c4ccccc4)cn3n2)cc(OC)c1OC was read as NPYLR7 agonist 8, hcGAS inh -4 and mcGAS lum -4.
`Cn1/c(=N\N=C2CCCc3ccccc32)sc2ccccc21` gave NPYLR7 agonist -3 and hcGAS inh -7.
CC(/C=N\N1C(=O)c2ccccc2C1=O)=C\c1ccc(C(C)C)cc1 was read as NPYLR7 agonist 2 and hcGAS inh -16.
`CCCCn1cc(S(=O)(=O)c2ccc(OC)cc2)c(=O)c2cc(F)c(N3CCCCC3)cc21` gave NPYLR7 agonist -8, hcGAS inh -1 and mcGAS lum -7.
`CCn1cc(NC(=O)c2cc(Cl)ccc2OC(F)F)ccc1=O` gave NPYLR7 agonist 8 and hcGAS inh -6.
For C[C@@]12CO[C@H](c3ccccc3)C[C@@H]1C[C@H](N1CCN(C3CCN(C(=O)c4ccccc4)CC3)CC1)C2 the results were NPYLR7 agonist 5, hcGAS inh 5 and mcGAS lum -6.
Cc1cc(NC(=O)c2cc(S(=O)(=O)N(C)C)ccc2C)n(C2CCS(=O)(=O)C2)n1 (stereo unspecified) was read as NPYLR7 agonist 8 and hcGAS inh -11.
CCCOCCCNC(=O)c1ccc(-c2cc(-c3cccc4ccccc34)[nH]n2)cc1 was read as hcGAS inh -3 and mcGAS lum -5.
Screening O=C(NCCN1CCOCC1)[C@@]1(OCc2ccc(F)cc2)CC(OCc2cccc(Cl)c2)[C@H](O)[C@H](O)C1 (stereo partly specified) returned NPYLR7 agonist 36, hcGAS inh -6 and mcGAS lum -4.
NCCOC12CC3CC(CC(C3)C1)C2 was read as hcGAS inh -16 and mcGAS lum -6.
Screening COc1ccc(C(=O)Nc2ccc(-n3nc(OC)nc3-c3ccc4c(c3)OCO4)cc2)c(OC)c1 returned NPYLR7 agonist 14, hcGAS inh -6 and mcGAS lum -5.
For O=C(Nc1ccc(-c2ccc(NC(=O)c3ccc(=O)oc3)cc2)cc1)c1ccc(=O)oc1 the results were NPYLR7 agonist -2 and hcGAS inh -3.
For O=C(c1ccco1)N1N=C(C2CC2)CC1(O)C(F)(F)F (stereo unspecified) the results were NPYLR7 agonist -2 and hcGAS inh -8.
`COc1ccccc1COc1cccn2c(N(C)C(=O)CCC3CCCC3)c(C)nc12` gave NPYLR7 agonist 3, hcGAS inh -1 and mcGAS lum -1.
Cc1cc2c(o1)CC(C)(C)CC2NC(=O)C(=O)Nc1cccc(C(F)(F)F)c1 (stereo unspecified) was read as NPYLR7 agonist -2, hcGAS inh -8 and mcGAS lum -13.
Cc1cn2nc(N(C)CCOc3ccc(Cl)cc3)sc2n1 was read as NPYLR7 agonist 12 and hcGAS inh -6.
`CCOC(=O)C1(C/C=C/c2ccccc2)CCCN(C(=O)c2cc(C(C)C)no2)C1` (stereo unspecified) gave NPYLR7 agonist 3, hcGAS inh -11 and mcGAS lum -12.
Cc1ccc(-c2nc(C)c(Cc3ccccc3)c(N3CCN(S(=O)(=O)/C=C/c4ccccc4)CC3)n2)cc1 was read as NPYLR7 agonist 4, hcGAS inh 0 and mcGAS lum -3.
O=C(c1cccc(OC(F)F)c1)N1CCN(Cc2ccc(-c3noc(-c4cccc(C(F)(F)F)c4)n3)cc2)CC1 was read as NPYLR7 agonist 1, hcGAS inh -3 and mcGAS lum -4.
COc1ccccc1-c1cc2c(SCC(=O)Nc3ccccc3)nccn2n1 was read as NPYLR7 agonist 2, hcGAS inh -2 and mcGAS lum -4.
Screening CCCc1nc(N2CCN(C(=O)Nc3ccc(C)cc3C)CC2)c2c(-c3cccc(C(F)(F)F)c3)noc2n1 returned NPYLR7 agonist 16, hcGAS inh -5 and mcGAS lum -4.
`CCN(CC)c1cc(C)nc(Nc2ccc(NC(=O)C3CCCC3)cc2)n1` gave NPYLR7 agonist 10 and hcGAS inh -9.
For COC(=O)c1c(NC(=O)CSc2nnc3ccccn23)sc(C)c1C the results were NPYLR7 agonist -9, hcGAS inh -5 and mcGAS lum -6.
CCCOc1c(CNC2CCSC2)cccc1OC (stereo unspecified) was read as NPYLR7 agonist -2 and hcGAS inh 0.
`CC1(C(=O)NS(=O)(=O)Cc2ccccc2)CCN1C(=O)Cc1ccc(-c2ccccc2)cc1` (stereo unspecified) gave NPYLR7 agonist -1 and hcGAS inh 3.
CCOCCOc1nc(-c2ccccc2C)n(-c2ccc(NC(=O)c3ccc4c(c3)OCO4)cc2)n1 was read as NPYLR7 agonist 17, hcGAS inh -14 and mcGAS lum -5.
`O=C(c1ccccc1F)N(CCN1CCOCC1)Cc1c(-c2ccccc2)noc1N1CCCCC1` gave NPYLR7 agonist 0, hcGAS inh 0 and mcGAS lum -5.
For CCOc1ccc(CN(Cc2ccc3c(c2)OCO3)Cc2nc(C(=O)NC(C)c3ccccc3)co2)cc1 (stereo unspecified) the results were NPYLR7 agonist 21, hcGAS inh -8 and mcGAS lum -2.
Cc1cc(C)c2sc(N(CCN(C)C)C(=O)c3cccc(S(C)(=O)=O)c3)nc2c1 was read as NPYLR7 agonist -2, hcGAS inh -10 and mcGAS lum -7.
For CCC(O)CNc1cccc(-n2nc(OCC(C)C)nc2-c2cccc(F)c2)c1 (stereo unspecified) the results were NPYLR7 agonist 17, hcGAS inh -5 and mcGAS lum -4.
Screening O=C(O)c1ccc(F)c(S(=O)(=O)Cc2ncon2)c1 returned NPYLR7 agonist 3 and hcGAS inh -3.
For N#Cc1cn(-c2ccccc2)nc1N=CC(C#N)C#N the results were NPYLR7 agonist 2, hcGAS inh 4 and mcGAS lum 5.

Arranged by formula weight (descending): part of the list above
Screening CCCc1nc(N2CCN(C(=O)Nc3ccc(C)cc3C)CC2)c2c(-c3cccc(C(F)(F)F)c3)noc2n1 returned NPYLR7 agonist 16, hcGAS inh -5 and mcGAS lum -4.
For C[C@@]12CO[C@H](c3ccccc3)C[C@@H]1C[C@H](N1CCN(C3CCN(C(=O)c4ccccc4)CC3)CC1)C2 the results were NPYLR7 agonist 5, hcGAS inh 5 and mcGAS lum -6.
For CCC(O)CNc1cccc(-n2nc(OCC(C)C)nc2-c2cccc(F)c2)c1 (stereo unspecified) the results were NPYLR7 agonist 17, hcGAS inh -5 and mcGAS lum -4.
Screening C=CCN(C(=O)c1cc(C)nc2cc(C)ccc12)C1CCS(=O)(=O)C1 (stereo unspecified) returned NPYLR7 agonist -7 and hcGAS inh -7.
`CN1CCCC2(CCN(Cc3ccc(C#CC(C)(C)O)s3)C2)C1=O` (stereo unspecified) gave NPYLR7 agonist 4 and hcGAS inh -2.
CC1(C)CC2CC(C)(CN2C2=Nc3cccc4cccc2c34)C1 (stereo unspecified) was read as NPYLR7 agonist 30&15 and hcGAS inh 4&-10.
For O=C(c1ccco1)N1N=C(C2CC2)CC1(O)C(F)(F)F (stereo unspecified) the results were NPYLR7 agonist -2 and hcGAS inh -8.
`O=C(O)c1ccc(-n2nccc2-c2ccc(F)cc2)cc1` gave NPYLR7 agonist 1 and hcGAS inh -3.
Screening N#CCCN(CCC#N)C(=O)C1CCCCC1 returned hcGAS inh -2 and mcGAS lum -6.
